Bioassay records deposited in PubChem by several laboratories.
H9c2 protect = modulators protecting cardiomyocytes from myocardial damage. H9c2 cardiomyocytes, H2O2 injury protection, ATPLite, 2 h. protection from H2O2 cell death, % at 20 µM. 0.63% of 360,000 active. AID 588492;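 active = compounds giving at least 50% protection of heart cells from peroxide-induced death in the single-dose screen, raw or plate-pattern-corrected value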;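 also: 0% = DMSO wells with peroxide and 100% = DMSO wells without peroxide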
ABCB6 inh MLPCN = inhibitors of human ABC transporter ABCB6; K562-ABCB6 porphyrin accumulation, flow cytometry, 1 h; active compounds read low; 0.19% of 360,000 active; Q9NP58; fluorescence ratio to DMSO, % at 10 µM;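 active = fluorescence ratio to DMSO below 75%, the collection mean minus 3 SD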;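 also: signal is porphyrin accumulated inside mitochondria; 100% equals median channel fluorescence of DMSO control wells; lower ratio means ABCB6 inhibition with less porphyrin fluorescence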
Vif inh = inhibitors of HIV Vif. 0.35% of 340,000 active. HEK293T cells, Vif self-association by quenched fluorescence, imaging, 24 h. inhibition, % at 7.49 µM. AID 602346; in the data active = inhibition above about 50%, passing the limit was not always enough; also: some results filed as inactive read as strong as hits
CaV13 FRET inh = Disruptors of the CACNA1D IQ motif to Ca2+-dependent inactivation inhibitor domain association, primary screening, Förster resonance energy transfer in intact living … | HEK cells, CFP/YFP FRET ICDI-IQ, plate reader, 10 min; percent FRET-ratio fall versus neutral wells | 0.098% of 340,000 active | inhibition, % at 12.3 µM;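 active = mean replicate inhibition of at least 30% and at least 1% of replicates passing that level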;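 also: 0% = median of the neutral control wells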
MC4R antagonist = human MC4R antagonism in cAMP assay. P32245. inhibition, % at 6.5 µM. AID 540295. MC4R-expressing cells, MTII-stimulated cAMP, LANCE TR-FRET. 0.48% of 360,000 active;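 active = inhibition above its plate's cutoff, the mean of tested wells on that plate plus 3 SD, cut at about 29% in these data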;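 also: 0% = Melanotan II alone and 100% = Melanotan II plus saturating MCL0020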
Target sequence (P32245 whole entry, looked up): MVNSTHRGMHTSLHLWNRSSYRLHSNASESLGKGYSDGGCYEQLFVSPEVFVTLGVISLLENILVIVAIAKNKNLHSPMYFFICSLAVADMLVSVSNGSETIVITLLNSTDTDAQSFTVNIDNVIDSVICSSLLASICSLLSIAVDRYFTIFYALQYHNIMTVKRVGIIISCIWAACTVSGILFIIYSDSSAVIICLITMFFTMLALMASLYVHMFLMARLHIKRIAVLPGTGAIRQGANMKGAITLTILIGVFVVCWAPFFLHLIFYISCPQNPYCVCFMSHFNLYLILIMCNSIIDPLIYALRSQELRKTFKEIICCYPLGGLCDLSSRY
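System: U2OS-MC4R stable cell line; Technique: Eu-cAMP/anti-cAMP TR-FRET, emission 671 nm; Repeats: single well per compound; Also added: Melanotan II; Dosing: one concentration, 6.5 µM nominal; Schedule: 30-min compound, 1-h challenge, 1-h detection, room temperature.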
HTR2A ag = activates the mouse 5-HT2A serotonin receptor; P35363; CHO-K1 mHTR2A beta-arrestin complementation, luminescence; percent of 30 µM serotonin response; activation, % at 7.6 µM; 0.66% of 360,000 active;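 active = activation above a run cutoff, the mean activation of all tested compounds plus 3 SD, cut at about 14% in these data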;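 also: 0% = plate median of compound wells and 100% = 30 µM serotonin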
Target sequence (P35363 whole entry, looked up): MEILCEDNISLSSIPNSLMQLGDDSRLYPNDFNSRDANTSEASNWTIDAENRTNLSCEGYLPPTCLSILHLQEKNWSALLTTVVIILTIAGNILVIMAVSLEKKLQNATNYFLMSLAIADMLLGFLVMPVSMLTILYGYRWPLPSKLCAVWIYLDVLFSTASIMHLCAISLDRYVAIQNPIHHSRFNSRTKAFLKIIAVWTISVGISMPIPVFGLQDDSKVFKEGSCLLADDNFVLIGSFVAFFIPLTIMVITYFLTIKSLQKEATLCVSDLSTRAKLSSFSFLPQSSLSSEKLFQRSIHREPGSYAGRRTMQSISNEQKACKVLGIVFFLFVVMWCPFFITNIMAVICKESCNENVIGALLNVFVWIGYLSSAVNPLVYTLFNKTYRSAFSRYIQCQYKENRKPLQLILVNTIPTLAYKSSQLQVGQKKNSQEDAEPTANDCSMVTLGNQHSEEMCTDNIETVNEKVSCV
PDI turbidity = blocks human protein disulfide isomerase activity. AID 588391. P07237. PDI insulin aggregation turbidity, A650, 90 min. 0.052% of 350,000 active. inhibition, % at 10 µM;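 active = mean inhibition across replicates of 30% or more, whatever share of single replicates reach that level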;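 also: absorbance from insulin aggregation driven by PDI reduction with DTT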
aDG glyco up = alpha-DG glycosylation activation; activation, % at 10 µM; 0.22% of 360,000 active; Pro5-aDG cells, alpha-DG glycosylation AlphaScreen (IIH6); 0% Pro5, 100% B10-LARGE cell signal;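 active = activation of at least 8% versus controls, or a plate z-score of at least 8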;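 also: Pro5 are CHO cells carrying HIG-tagged alpha-DG that lacks glycosylation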
N-glyco inh = blocks N-linked glycosylation in D54 reporter cells | AID 588692 | 0.23% of 360,000 active | D54 ERlucT glycosylation luciferase reporter, 24 h; percent of 100 nM tunicamycin response | reporter increase, % at 12.5 µM;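 active = mean luciferase reporter signal, scaled so untreated is 0 and the glycosylation-blocking control 100, at or above a set limit in every replicate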;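 also: luciferase carries N-glycosylation sites so blocking glycosylation raises the light; 0% = median of neutral control wells and 100% = median of 100 nM tunicamycin wells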
MC4R barr agon = activates human MC4R beta-arrestin recruitment | U2OS MC4R beta-arrestin complementation, luminescence; percent of melanotan II response, DMSO zero | P32245 | 0.98% of 360,000 active | activation, % at 8.9 µM;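 active = activation above a per-plate cutoff, the mean activation of sample wells on that plate plus 3 SD, cut at about 8% in these data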
Numbers without * were called inactive; / = no result given.

SMILES | H9c2 protect | ABCB6 inh MLPCN | Vif inh | CaV13 FRET inh | MC4R antagonist | HTR2A ag | PDI turbidity | aDG glyco up | N-glyco inh | MC4R barr agon
CC(C)(C)NC(=O)CC1C[C@H](C(=O)N2CCOCC2)[C@@]2(C)c3[nH]c4ccccc4c3CCN2C1=O (stereo partly specified) | 8 | 98 | / | -6 | 2 | 2 | -1 | -0.1 | 0 | 1.2
COc1cccc(C(=O)CSc2nnc(CNS(=O)(=O)c3ccc(C)cc3)n2C)c1 | 4 | 94 | -13 | / | 14 | 3 | -1 | 0.0 | 2 | 0.7
Cc1ccc(C(=O)N2CCN(C)CC2)cc1S(=O)(=O)N1CCOCC1 | 11 | 103 | 6 | -6 | 1 | 7 | 11 | -0.2 | 1 | 0.8
CCC(C)(C)NC(=O)C(c1ccc(OC)cc1)N(C(=O)CCC(=O)Nc1cc(C)on1)c1ccccc1OC (stereo unspecified) | 3 | 98 | 6 | -2 | 13 | 7 | 9 | 0.0 | 0 | 0.6
Cc1cc(C)n2c(Nc3c(C)cccc3C)c(CCc3ccccc3)nc2n1 | / | 121 | / | -8 | / | 0 | / | 0.1 | / | /
CC1=CC(C)(C)Nc2ccc(OC(=O)C(Cc3ccccc3)N3C(=O)C4CCCCC4C3=O)cc21 (stereo unspecified) | -5 | 97 | 1 | / | -1 | -1 | 18 | 0.2 | 3 | -0.9
O=C(COC(=O)c1ccccc1F)NC(=O)NC1CCCC1 | 11 | 95 | 0 | -2 | -5 | -4 | -10 | 0.1 | -1 | -0.2
COC(=O)c1cc(=O)c2c([N+](=O)[O-])ccc(OC)c2o1 | 0 | 100 | -4 | -5 | 8 | -3 | 4 | 0.1 | -1 | -0.8
COc1ccc(NC(=O)C2CCCN(S(=O)(=O)c3cccc4nonc34)C2)c(OC)c1 (stereo unspecified) | 2 | 104 | 2 | -4 | -5 | 7 | -3 | 0.3 | 1 | 0.2
CCOc1cc(S(=O)(=O)N2CCC(c3nc4ccccc4s3)CC2)c(OCC)cc1S(=O)(=O)N1CCCCC1 | 5 | 99 | 3 | -2 | 16 | -1 | -8 | 0.0 | 0 | -1.7
CC1=NN(c2nc(-c3ccc(C)cc3)cs2)C(=O)C1N=Nc1cccc(O)c1 (stereo unspecified) | 43 | 92 | -2 | -8 | -5 | -2 | 0 | -0.6 | 0 | -3.9
CC(=O)NC(c1cccc(F)c1)c1nc(-c2ccccc2)cs1 (stereo unspecified) | 0 | 99 | 11 | -5 | -4 | 5 | 4 | -0.2 | 3 | 2.2
CCOC(=O)c1ccccc1NS(=O)(=O)c1ccccc1F | -3 | 109 | -6 | -7 | 0 | -5 | 1 | 0.5 | -3 | 1.2
Cn1nc(-c2ccccc2)c(-c2nc(-c3cccc(C(F)(F)F)c3)no2)c1Cl | 2 | 95 | 16 | -4 | -1 | 1 | -4 | -0.5 | 1 | -1.4
COC(=O)c1ccc2[nH]c(C3(O)CCCCC3)c(C)c2c1 | -1 | 97 | 0 | 4 | 4 | 2 | 2 | 0.1 | 0 | -0.8
CS(=O)(=O)N1CCN(C(=S)NCc2ccc(Cl)cc2)CC1 | -2 | 95 | 3 | 0 | -6 | 4 | -1 | -0.2 | -1 | 1.3
Cc1ccc(-c2nc3ccccc3o2)cc1NC(=S)NC(=O)c1cccs1 | -8 | 104 | -4 | / | 13 | 2 | -6 | -0.1 | 3 | 23*
COc1ccc(S(N)(=O)=O)cc1C(=O)N(C)CC(=O)Nc1ccc(N2CCOCC2)cc1 | -4 | 96 | / | -5 | -3 | -4 | 9 | 0.0 | 1 | -1.9
CCOc1ccc(OCCn2c(S(=O)(=O)O)nc3c(N)ncnc32)cc1 | -3 | 94 | -19 | / | 4 | 9 | 11 | 0.1 | 1 | -1.3
COc1ccc(F)cc1S(=O)(=O)NC(Cc1ccccc1)C(N)=O (stereo unspecified) | 5 | 85 | 13 | -1 | -3 | -3 | 2 | -0.2 | 3 | -0.3
Cc1cc2c(c(SCC(=O)NCc3ccc(Cl)cc3)n1)C(=O)OC2 | 5 | 94 | 6 | 1 | 11 | -3 | 7 | 0.0 | 0 | -0.4
Cn1ccc2c(-c3ccc(F)cc3F)cc3c(c21)C1CCC3C1 (stereo unspecified) | -1 | 99 | 6 | -9 | / | -9 | / | 0.0 | 2 | /
COc1ccc(NC(=O)Cn2cc(S(=O)(=O)Cc3ccccc3)c3ccccc32)c(OC)c1 | -2 | 108 | 0 | -2 | -4 | 7 | 6 | -0.3 | 0 | 0.3
FC(F)(F)c1cccc(OCc2noc(-c3ccsc3)n2)c1 | 3 | 97 | 0 | -11 | 16 | 2 | -4 | 0.0 | -1 | 6.6
CCS(=O)(=O)N1CCC(C(=O)NCc2ccc(F)cc2Cl)CC1 | -1 | 102 | 10 | / | 6 | -4 | 1 | -0.3 | 1 | -1.2

(listing goes on)
SMILES | H9c2 protect | ABCB6 inh MLPCN | Vif inh | CaV13 FRET inh | MC4R antagonist | HTR2A ag | PDI turbidity | aDG glyco up | N-glyco inh | MC4R barr agon
Cc1cccc(N/N=C/c2ccccc2O)c1 | -8 | 94 | -1 | -4 | -1 | 8 | -3 | -0.3 | 0 | 2.6
C=CCSc1nnc(NC(=O)CSc2nc3ccccc3o2)s1 | -8 | 106 | 32 | 0 | 20 | 7 | 7 | 0.0 | 1 | 5.1
COc1ccc(Cl)cc1NC(=O)NCc1ccc2c(c1)OCO2 | -5 | 93 | -4 | -6 | 1 | -8 | 0 | 0.2 | 1 | -1.3
Cc1ccc(NC(=O)CC(NC(=O)c2ccccc2Cl)c2ccccc2)nc1 (stereo unspecified) | 1 | 96 | -2 | -4 | 11 | 8 | 8 | 0.1 | 0 | 0.0
COc1ccccc1-c1cc(C(=O)Nc2cc(C)n(Cc3ccc(Cl)cc3)n2)no1 | -7 | 92 | -2 | -5 | 5 | 4 | -9 | -0.1 | 1 | 21*
O=C(CSc1n[nH]c(=O)[nH]c1=O)Nc1ccc(Br)cc1Br | 5 | 94 | 5 | -2 | 3 | -4 | -3 | -0.4 | 1 | -2.1
CC1Cn2c(nc(=O)c3c2NCN(CCc2ccccc2)C3)S1 (stereo unspecified) | 2 | 101 | -4 | -3 | 5 | 1 | 3 | -0.3 | -2 | -1.0
CCOC(=O)N1CCN(Cc2nc3c(c(=O)n(C)c(=O)n3C)n2Cc2cccc(C)c2)CC1 | 3 | 96 | 5 | -4 | -8 | 0 | 1 | 0.6 | 2 | -1.1
CCc1ccc(CN(C)Cc2nc(Cc3ccc(OC)c(OC)c3)no2)nc1 | -4 | 97 | 21 | -4 | 4 | 1 | -4 | 0.3 | 1 | -1.3
CNC(=O)c1cc(-c2ccc(Cl)cc2)n(-c2ccccc2)n1 | -2 | 95 | -3 | -5 | -1 | -1 | 11 | 0.2 | -1 | 0.0
CC(C)(C)OC(=O)N1C(=O)[C@](OC(=O)c2ccccc2)(c2ccccc2)c2cccc(F)c21 | / | 94 | / | -6 | / | 2 | / | 0.4 | / | /
C=CC[C@@H](CC(=O)N[C@H](CO)Cc1ccccc1)C(=O)N[C@@H](COC(=O)[C@H](CC=C)CC(=O)OC(C)(C)C)Cc1ccccc1 | 31 | 88 | -2 | -4 | 1 | -2 | -8 | 0.9 | -5 | -0.3
O=C(O)COc1ccccc1C=NNc1ccc([N+](=O)[O-])cc1S(=O)(=O)Nc1ccc(Cl)cc1 | -7 | 96 | 2 | -7 | 10 | 0 | -1 | 1.9 | 1 | -2.7
O=C1NC(=S)N(c2cccc(Cl)c2)C12CCCCC2 | -4 | 94 | -13 | -6 | 11 | 2 | 3 | -0.2 | 1 | -1.7
O=C(NCCO)c1cccc(-c2cnc3cccnn23)c1 | 0 | 100 | 1 | -5 | 12 | -2 | 2 | -0.3 | 1 | -0.6
O=C(NCC(c1ccco1)N1CCN(c2ccc(F)cc2)CC1)c1ccco1 (stereo unspecified) | 2 | 100 | -12 | -6 | -3 | 1 | 2 | 0.1 | 0 | -4.0
Cc1ccc(NC(=O)O/N=C/c2ccc(F)cc2)cc1 | -4 | 97 | 6 | -21 | 4 | 1 | 14 | -0.2 | 0 | -0.4
COc1cccc(CN(C)C(=O)CC[C@H]2O[C@@H](n3cnc4c(NC(=O)c5ccccc5)ncnc43)[C@H](O)[C@@H]2O)c1 | 1 | 99 | / | -6 | / | 4 | / | 0.1 | 2 | /
COc1cc(C(=O)N[C@H](C(=O)NC2CCCCCC2)C(C)C)cc(OC)c1OC | 15 | 97 | -16 | / | 2 | 2 | 12 | -0.2 | 6 | -1.7
Cc1c(C(=O)NCc2ccc(F)cc2)sc(=O)n1Cc1ccc(Cl)c(Cl)c1 | -6 | 100 | -3 | 7 | 11 | -10 | 5 | -0.1 | -5 | 3.8
COCCOc1nc2c(c(=O)n(C)c(=O)n2C)n1Cc1cccc(OC)c1 | -3 | 182 | / | / | 1 | 7 | -12 | 0.6 | 1 | -1.4
CCCNC(=O)c1cc(C2CCCN(C(=O)c3cc(C(C)(C)C)nn3C)C2)on1 (stereo unspecified) | -5 | 96 | 4 | -4 | 8 | 1 | 3 | 0.2 | 1 | -1.9
Cc1cccc(NC(=O)NN2CCN(C)CC2)c1C | 2 | 91 | 15 | -6 | 2 | 8 | 1 | -0.2 | 0 | -3.2
CCOc1ccc(C(=O)Nc2ccc(N3CCN(S(C)(=O)=O)CC3)cc2)cc1[N+](=O)[O-] | -7 | 99 | 3 | 2 | 15 | 0 | 2 | 0.6 | 1 | -1.0
CCOC(=O)c1cc2n(c1N)-c1ccccc1C2=O | -11 | 108 | 6 | -9 | -6 | 6 | 2 | 0.6 | 7 | -1.8

(further entries)
SMILES | H9c2 protect | ABCB6 inh MLPCN | Vif inh | CaV13 FRET inh | MC4R antagonist | HTR2A ag | PDI turbidity | aDG glyco up | N-glyco inh | MC4R barr agon
COc1ccc(-c2ccc(=O)n(CC(=O)Nc3ccc(C(=O)NC4CC4)cc3)n2)cc1OC | 6 | 103 | 2 | -6 | 2 | 3 | 4 | 0.4 | -3 | 0.1
Cc1cc(Cl)ccc1OCc1nnc(-c2ccccc2C)o1 | -8 | 95 | -1 | -5 | 2 | -6 | -1 | 0.2 | -2 | 1.5
O=c1[nH]c2ccc(S(=O)(=O)N3CCN(c4ccccc4F)CC3)cc2s1 | -12 | 94 | / | -5 | 2 | -2 | -3 | -0.2 | 3 | 0.4
CCOc1ccc(/C=N/NC(=O)C(C)Sc2ccccn2)cc1OCC (stereo unspecified) | 2 | 83 | -1 | -7 | -8 | -1 | -13 | 0.3 | 1 | 2.4
COc1ccc(C(C)=O)cc1CSc1nnnn1-c1ccc(O)cc1 | -4 | 98 | 1 | -2 | 9 | -5 | 12 | -0.3 | -4 | -2.3
CCc1cccc(NC(=O)CCS(=O)(=O)c2cccc3nonc23)c1 | 8 | 95 | 2 | -4 | 9 | 4 | 7 | -0.3 | 0 | 0.2
